Eya2 phos inh – qHTS Assay for Inhibitors of the Phosphatase Activity of Eya2; AID 488837, 2010; recombinant Eya2, OMFP fluorescence dephosphorylation (OMFP is methylfluorescein phosphate); Protein phosphatase EYA2 (Homo sapiens), O00167; Potency, µM (series often up to 76.9 µM), for inactives: at the highest dose activity, negative = inhibition, usual class: inhibitors; 330,000 tested, 0.006% active; also: potency is read from the fitted curve at half-maximal effect
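Eya2 (0.2 uM) preincubated 10 min at ambient with compound, then OMFP substrate added at 50 uM; 10 min reaction in 50 mM HEPES pH 7.5, 50 mM NaCl, 5 uM MgCl2, 0.05% BSA, 1 mM DTT. Fluorescence read at Ex 485/Em 525 nm.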
KCNH2 WT inh – qHTS for Inhibitors of KCHN2 3.1: Wildtype qHTS; Voltage-gated inwardly rectifying potassium channel KCNH2 (Homo sapiens), Q12809; U2OS, BacMam KCNH2, thallium flux FluxOr; active compounds read low; activity change, % at 1.84 µM; 340,000 tested, 0.37% active;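 active = maximum activity change below -70%; inconclusive = maximum activity change between -70% and -50%; inactive = maximum activity change above -50%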
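U2OS cells were transduced with wild-type KCNH2 virus (2.03 x 10^8 / mL) for 4 h at room temperature, then cultured overnight at 37 C. Thallium flux was read with FluxOr dye. Rate constants were normalized to DMSO controls.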
FBPA coupling cs – qHTS Assay for Inhibitors of Fructose-1,6-bisphosphate Aldolase from Giardia Lamblia: Coupling assay counterscreen; coupling enzyme system counterscreen, AmpLite Red fluorescence; activity change, negative = inhibition, % at 58.2 µM, hits read low; 290,000 tested, 0.67% active; in the data active = activity change below about -30%
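Counterscreen of the coupled detection system alone, without aldolase: glyceraldehyde-3-phosphate coupling enzymes plus AmpLite Red readout. Compounds at 57.5 uM final, 10 min RT preincubation, 20 min RT reaction, fluorescence 525/598 nm.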
USP2a block – qHTS Assay for Inhibitors of Ubiquitin-specific Protease USP2a Using CHOP2 as the Reporter; Potency, µM (titrated, usually from 38.3 µM), for the others: at the top dose activity change, negative = inhibition, actives largely listed as inhibitors; USP2 core, Ub-CHOP2 coupled fluorogenic reporter, 485/531; AID 463254, 2010; Ubiquitin carboxyl-terminal hydrolase 2 (Homo sapiens), O75604; 330,000 tested, 0.01% active;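 also: potency is read from the fitted curve at half-maximal effect; plate controls were DMSO wells for no effect and full inhibition by NEM control for full effect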
Target sequence (O75604 whole entry, looked up): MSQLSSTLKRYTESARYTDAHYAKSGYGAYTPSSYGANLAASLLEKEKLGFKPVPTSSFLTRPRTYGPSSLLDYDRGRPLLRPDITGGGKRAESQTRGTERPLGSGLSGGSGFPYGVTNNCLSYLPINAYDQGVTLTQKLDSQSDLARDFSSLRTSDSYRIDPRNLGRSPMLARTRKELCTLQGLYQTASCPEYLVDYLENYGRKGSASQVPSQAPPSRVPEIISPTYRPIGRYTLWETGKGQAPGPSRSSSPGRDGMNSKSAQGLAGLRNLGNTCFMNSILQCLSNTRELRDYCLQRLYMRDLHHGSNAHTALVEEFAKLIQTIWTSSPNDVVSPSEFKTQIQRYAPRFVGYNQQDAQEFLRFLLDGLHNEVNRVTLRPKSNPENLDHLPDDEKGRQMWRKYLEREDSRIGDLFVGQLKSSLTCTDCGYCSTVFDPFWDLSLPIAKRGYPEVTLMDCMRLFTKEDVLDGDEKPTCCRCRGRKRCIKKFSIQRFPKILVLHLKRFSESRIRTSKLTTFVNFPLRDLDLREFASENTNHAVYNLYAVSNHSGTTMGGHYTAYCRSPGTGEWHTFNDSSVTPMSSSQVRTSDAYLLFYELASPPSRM
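Cell-free coupled assay: 10nM USP2 core preincubated 30min RT with compound in Tris-HCl pH 8.0/CaCl2/CHAPS buffer, then 25nM Ub-CHOP2 and 25nM reporter substrate; fluorescence (Ex 485/Em 531) read after 60min RT, normalized to NEM inhibition, concentration-response curves fitted.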
uPA surface inh – qHTS for Inhibitors of Cell Surface uPA Generation | AID 540303, 2011 | 330,000 tested, 0.31% active | Potency, µM (doses to about 38.3 µM), for inactives: at the top dose activity change, negative = inhibition, hits mostly inhibitors | cell surface uPA generation assay, qHTS; active = well fitted inhibition curve with a large enough effect; inconclusive = small, poorly fitted or top-dose-only effect; inactive = no such curve, though single readings can be large or run the other way; tested in mouse RAW 264.7 cells; also: potency is read from the fitted curve at half-maximal effect; nearly all actives have a fitted effect of over 55% in size
Chronic BCR inh – qHTS Assay to Find Inhibitors of Chronic Active B-Cell Receptor Signaling | Potency, µM (top dose mostly 46.1 µM), without a hit: at the highest dose ratio change, negative = lower green/red ratio, actives largely listed as inhibitors | 340,000 tested, 0.05% active | ABC-DLBCL IkBa-CBG/CBR reporter, luminescence ratio, 4 h; active = well fitted inhibition curve with a large enough effect in the signal ratio, with a control signal flat, not every such curve was filed as active; inconclusive = small, poorly fitted or top-dose-only effect, or effect the other way, or a change in a side signal; the % refers to the signal ratio;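 also: potency is read from the fitted curve at half-maximal effect; plate controls were basal doxycycline-induced cells for no effect and cells given 10 µM MG132 for full effect; MG132 reads +100%, hits lower the ratio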
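Cell line TMD8 (human ABC DLBCL), stably expressing tet-inducible CBG68-IkBa fusion and CBR; IMDM/0.5% FBS; cpd up to 46 uM; dox induction, 4 h, 37C/5% CO2; dual luminescence; green/red ratio; MG132 control.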
B2AR arrestin – qHTS assay of beta-arrestin-biased ligands of beta2-adrenergic receptor | Potency, µM (top dose mostly 46.1 µM), inactives show top-dose activation, most hits filed as activators | Beta-2 adrenergic receptor (Homo sapiens), P07550 | beta-arrestin recruitment to beta2AR, cell-based reporter | 330,000 tested, 0.02% active;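 also: potency is read from the fitted curve at half-maximal effect; 0% = DMSO controls and full agonism = EC100 isoproterenol or metaproterenol; nearly all actives have a fitted effect of over 65% in size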
KCNH2 3.1 block – qHTS for Inhibitors of KCHN2 3.1: Mutant qHTS. Potassium voltage-gated channel subfamily H member 2, brain isoform KCNH2 3.1 (human). U2OS KCNH2 3.1, thallium flux FluxOr; active compounds read low. activity change, % (tested at about 1.8 µM). 340,000 tested, 0.95% active. AID 720553, 2013;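 active = maximum activity change below -70%; inconclusive = maximum activity change from -70% to -50%; inactive = maximum activity change above -50%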;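 also: thallium influx rate constant from kinetic fluorescence after stimulation buffer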
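Steps: virus added to U2OS suspension (4 h, RT, dark); medium with 10% FBS added, cells plated, 37 C overnight; FluxOr/Red40 loading buffer 45 min RT; stimulation buffer, 2 min kinetic read; rate constant normalized.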
Giardia killer – Small Molecules that selectively kill Giardia lamblia: qHTS; Giardia lamblia trophozoite viability; activity change, % at 7.66 µM, hits read low; 340,000 tested, 0.15% active; AID 540267, 2011; in the data active = activity change below about -80%; inconclusive = between about -30% and that limit;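 also: parasites exposed to compound for two days anaerobically before the ATP read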
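Giardia lamblia trophozoites (100 cells/well) were incubated with compounds for 48 h at 37 deg C under anaerobic conditions. Viability was read as ATP content by one-step luminescence after 15-30 min at room temperature.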
GALK inh – qHTS Assay for Inhibitors of Human Galactokinase (GALK); AID 1868, 2009; 270,000 tested, 0.007% active; Purified GALK, Kinase-Glo residual ATP luminescence; P51570; Potency, µM (top dose mostly 57.5 µM), for inactives: at the highest dose activity change, negative = inhibition, actives largely listed as inhibitors; also: potency is read from the fitted curve at half-maximal effect
Target sequence (P51570 whole entry, looked up): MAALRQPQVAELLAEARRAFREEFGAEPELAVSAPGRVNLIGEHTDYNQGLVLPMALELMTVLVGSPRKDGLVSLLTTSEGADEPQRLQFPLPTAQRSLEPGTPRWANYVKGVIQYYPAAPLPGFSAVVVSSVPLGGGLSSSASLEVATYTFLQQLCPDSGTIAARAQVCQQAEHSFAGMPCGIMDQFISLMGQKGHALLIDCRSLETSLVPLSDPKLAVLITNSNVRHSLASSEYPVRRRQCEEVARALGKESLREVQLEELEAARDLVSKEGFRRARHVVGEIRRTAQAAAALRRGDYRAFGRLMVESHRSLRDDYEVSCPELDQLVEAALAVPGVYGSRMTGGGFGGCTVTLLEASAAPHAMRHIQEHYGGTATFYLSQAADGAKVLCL
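Compounds were pin-transferred into ATP buffer (35 uM final), then GALK plus galactose (5 nM, 100 uM final) was added. After 1 h at room temperature, Kinase-Glo Plus was added and luminescence read after 10 min.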
PKM2 act – qHTS Assay for Activators of Human Muscle isoform 2 Pyruvate Kinase; purified PKM2, Kinase-Glo ATP luminescence, activation; response scale: 0% is enzyme alone, no compound; Potency, µM (titrated, usually from 57.5 µM), without a hit: at the highest dose activation, hits mostly activators; 260,000 tested, 0.34% active; AID 1631, 2009; also: potency is read from the fitted curve at half-maximal effect; nearly all actives have a fitted effect of over 55% in size
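hPK-M2, >95% pure; 0.1 mM ADP / 0.5 mM PEP final; imidazole pH7.2 buffer w/ 7 mM MgCl2, 50 mM KCl; 1 h RT; Kinase-Glo lum. Intermediate enzyme activity for dual inhibitor/activator qHTS.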
Starred values were filed as active, the others as inactive; ? = inconclusive; · = not tested or not shown. Unless noted, calls follow the shape of the dose curve; as a rule, active = well fitted curve in the direction sought with a large enough effect; inconclusive = small, poorly fitted or top-dose-only effect, or another doubt; inactive = no such curve, though single readings can be large; an effect the other way counts as inactive or inconclusive. Unless noted, % is scaled to controls: 0 for no effect and ±100 for the full control effect.

SMILES	Eya2 phos inh	KCNH2 WT inh	FBPA coupling cs	USP2a block	uPA surface inh	Chronic BCR inh	B2AR arrestin	KCNH2 3.1 block	Giardia killer	GALK inh	PKM2 act
CCc1nnc(NC(=O)CSc2nnnn2-c2cccc(C(=O)OC)c2)s1	4.8%	1.2	0.7	-1.1%	-0.5%	-11.3%	-0.1%	-14.0	-0.9	-1.1%	0.2%
COc1ccc(S(=O)(=O)N2CCOCC2)cc1NC(=O)CSc1ncnc2ccccc12	4.8%	-8.4	-1.4	-0.8%	-8.6%	?	0.1%	0.0	-0.5	7.5%	2.7%
C=CCn1c(SCC(=O)NC2CCCC2)nc2c([nH]c3ccccc32)c1=O	2.3%	-11.0	·	1.3%	-4.1%	-0.2%	0.7%	·	-3.2	-3.3%	-7.8%
CC1CCCCC12NC(=O)N(CC(=O)N1CCN(S(=O)(=O)c3ccc4c(c3)CCC4)CC1)C2=O (stereo unspecified)	9.2%	-2.6	·	-0.4%	-7.7%	5.8%	3.0%	-7.5	-12.4	·	·
CCOc1ccc(NC(=O)CN(C)c2nnnn2-c2ccccc2)cc1OCC	20.6%	-4.6	-1.4	0.9%	3.1%	0.5%	4.5%	0.2	-4.9	2.0%	6.3%
Cc1cc(C)cc(NC(=S)NC2CC3CCCC(C2)N3C2CC2)c1 (stereo unspecified)	-6.2%	·	1.7	2.5%	-0.8%	-2.1%	0.0%	-25.5	1.8	1.6%	15.0%
COc1ccc(Oc2nc3ccccc3n3cccc23)cc1	-8.0%	-13.1	-2.9	0.3%	4.2%	?	-1.6%	1.2	-4.4	0.1%	-14.8%
COCCc1nc2ccc(C(=O)NCc3cccc(-n4cccn4)c3)cc2o1	4.5%	9.1	·	1.3%	-2.9%	0.5%	0.0%	-11.2	2.3	-7.9%	·
Cc1cc(=O)[nH]c(Sc2c(-c3ccccc3)c3ccccc3[nH]c2=O)n1	-18.5%	-12.3	-1.0	-1.1%	2.4%	-11.3%	-0.2%	-5.7	10.0	-4.2%	-4.2%
CCN(Cc1ccccc1)C(=O)COC(=O)CNC(=O)c1ccc(C)s1	-12.2%	-5.8	-3.1	4.1%	10.4%	0.2%	-0.2%	-1.9	4.2	-2.0%	-7.6%
O=C(NCc1cccnc1)C(=O)N/N=C/c1ccc([N+](=O)[O-])cc1	-7.3%	-1.3	0.9	1.2%	-0.5%	5.0%	0.2%	-12.8	4.9	3.5%	0.3%
COc1ccc(NC(=S)N2CCc3ccccc3C2)cc1	1.1%	-4.0	0.3	0.8%	-2.5%	3.8%	?	14.4	-20.8	1.1%	-1.0%
O=C(c1ccc([N+](=O)[O-])cc1)N(C1=NCCCCS1)c1ccccc1	1.2%	-7.6	0.9	1.4%	2.6%	-26.8%	0.2%	-10.2	-22.6	-2.9%	-4.2%
Cc1cccn2c(=O)c3cc(C(=O)N4CCCCC4)sc3nc12	1.1%	-1.0	-1.6	2.6%	9.2%	?	0.0%	-9.4	1.2	14.9%	-1.6%
CCn1c(=O)c(C(=O)NCc2ccccc2Cl)c(O)c2ccccc21	2.2%	-0.7	-3.6	0.8%	0.2%	8.5%	-0.2%	7.0	?	-2.0%	4.3%
O=C(C1=NNC2C(=O)N(c3ccccc3)C(=O)C12)c1nc(Cl)ccc1Cl (stereo unspecified)	11.0%	2.5	1.2	0.0%	2.2%	?	-0.5%	-8.4	-17.8	·	-0.8%
COc1ccccc1/C=N/n1nnnc1N	0.4%	25.4	1.4	-2.4%	2.4%	8.5%	0.0%	6.5	-4.0	3.8%	·
CC(CCc1ccccc1)NC(=O)CC(C)c1ccccc1 (stereo unspecified)	-7.8%	-13.8	0.8	2.0%	-2.8%	0.5%	0.2%	6.6	25.4	0.0%	0.7%
CC(C)c1cc(C(N)=O)c(NC(=O)c2cccc(COc3ccc(Cl)cc3)c2)s1	9.7%	-9.0	-2.8	2.8%	-0.6%	?	-0.1%	18.1	-23.0	-1.7%	-0.6%
O=C(Nc1cccc(Cl)c1)N1CCc2ccccc2C1	-2.7%	3.3	-7.9	2.8%	4.0%	?	-0.1%	-10.3	8.0	-1.6%	0.7%
Cc1cc(/C=C2/C(=N)N3C(=NC2=O)SN=C3S(C)(=O)=O)c(C)n1-c1ccc(F)cc1	0.7%	·	7.1	-0.5%	-29.0%	4.5%	-0.2%	-12.4	-1.9	3.6%	-8.1%
O=C(CCc1nc(-c2ccc(Cl)cc2)no1)NC1CCCC1	7.1%	8.0	-0.9	-1.4%	14.7%	1.4%	0.1%	-2.3	4.6	-4.3%	·
CCN(CC)S(=O)(=O)c1ccc(N2CCOCC2)c(NC(=O)COc2ccc(Cl)cc2)c1	-0.6%	-4.2	-1.7	0.0%	2.9%	3.8%	-0.5%	6.4	-1.6	-2.0%	2.7%
NC(=O)c1cc(S(=O)(=O)NCc2ccc(F)cc2)cs1	17.4%	-1.8	-2.4	0.0%	6.8%	-7.9%	0.0%	5.4	-23.5	8.1%	·
COC(=O)c1ccc(C(=O)OC)c(NC(=O)CN(C)Cc2cccc(Cl)c2Cl)c1	5.4%	-2.4	-2.3	0.3%	0.2%	-0.2%	0.2%	-9.3	-5.7	-2.1%	-4.0%
O=C(O)c1ccc(Nc2nc3ccccc3nc2NS(=O)(=O)c2ccc(F)cc2)cc1	?	7.4	14.8	0.4%	-4.5%	·	0.3%	-4.5	-0.4	1.6%	-1.6%
Cc1ccc(S(=O)(=O)NN2C(=O)/C(=C/c3cccs3)SC2=S)cc1	-0.8%	-23.6	6.1	-0.7%	23.1%	14.3%	-0.8%	4.7	0.0	·	-3.6%
CSCCC(NC(=O)c1ccccc1Cl)C(=O)NCC(c1ccco1)N1CCCCC1 (stereo unspecified)	-0.6%	7.8	·	3.4%	-6.2%	6.3%	-0.2%	21.1	-0.1	·	·
CC1C(=O)N2CCCc3cc(NC(=O)C(=O)NCc4ccc5c(c4)OCO5)cc1c32 (stereo unspecified)	-15.1%	-1.9	·	2.3%	-6.1%	-9.9%	0.1%	3.7	5.2	·	·
COCCN1CCN(C(=O)C2CCC(=O)N(Cc3ccc(Cl)cc3)C2)CC1 (stereo unspecified)	-8.7%	5.6	-2.2	-3.7%	-7.6%	-6.3%	0.1%	12.7	17.1	3.6%	·

Copied from the list:
COC(=O)c1ccc(C(=O)OC)c(NC(=O)CN(C)Cc2cccc(Cl)c2Cl)c1 @ Giardia killer: -5.7
O=C(CCc1nc(-c2ccc(Cl)cc2)no1)NC1CCCC1 @ GALK inh: -4.3%

Continuation.
SMILES	Eya2 phos inh	KCNH2 WT inh	FBPA coupling cs	USP2a block	uPA surface inh	Chronic BCR inh	B2AR arrestin	KCNH2 3.1 block	Giardia killer	GALK inh	PKM2 act
Cc1cc(=O)n2[nH]c(C)c(-c3ccc(Cl)cc3)c2n1	5.3%	-12.1	1.3	0.3%	-14.3%	?	-0.2%	-2.6	-1.6	1.0%	5.7%
Cc1c(C(=O)N2CCOCC2)c(S(=O)(=O)Nc2ccc(C(C)C)cc2)c(C)n1C	4.7%	16.0	-3.3	1.2%	-7.5%	0.3%	0.2%	-4.7	18.4	-1.7%	-5.3%
CNC(=S)Nc1cc(C)ccc1OC(F)F	3.2%	-2.8	0.8	1.9%	3.0%	?	-0.7%	7.4	-14.8	-0.8%	-0.5%
Cc1cc(C)cc(N(CC(=O)NC2CCCCC2)C(=O)c2csnn2)c1	1.2%	-0.4	4.7	0.1%	-1.8%	4.9%	-0.3%	10.9	-4.0	-0.2%	·
O=C(c1ccc(N2CCCCS2(=O)=O)cc1)N1CCN(c2ccccc2F)CC1	-7.3%	-4.6	·	-3.6%	9.9%	12.6%	0.1%	-4.3	8.0	7.5%	·
Cc1ccccc1OCC(=O)OCC(=O)Nc1ccc(S(N)(=O)=O)cc1	-0.5%	11.1	1.9	2.7%	4.1%	0.3%	0.2%	·	-20.6	5.9%	2.4%
